From PubChem BioAssay
CHRM1 PAM: human M1 muscarinic receptor positive allosteric modulators, primary screen, CHO-K1 cells, Fluo-8 calcium fluorescence, 1536-well | Muscarinic acetylcholine receptor M1 (Homo sapiens), P11229 | CHO-K1 hM1, ACh EC20; 0% = ACh EC20, 100% = maximal ACh | activation, % at 3 µM | 360,000 tested, 0.088% active | AID 588819, 2011; in the data active = activation above about 19%, passing the limit was not always enough
Target sequence (P11229 whole entry, looked up): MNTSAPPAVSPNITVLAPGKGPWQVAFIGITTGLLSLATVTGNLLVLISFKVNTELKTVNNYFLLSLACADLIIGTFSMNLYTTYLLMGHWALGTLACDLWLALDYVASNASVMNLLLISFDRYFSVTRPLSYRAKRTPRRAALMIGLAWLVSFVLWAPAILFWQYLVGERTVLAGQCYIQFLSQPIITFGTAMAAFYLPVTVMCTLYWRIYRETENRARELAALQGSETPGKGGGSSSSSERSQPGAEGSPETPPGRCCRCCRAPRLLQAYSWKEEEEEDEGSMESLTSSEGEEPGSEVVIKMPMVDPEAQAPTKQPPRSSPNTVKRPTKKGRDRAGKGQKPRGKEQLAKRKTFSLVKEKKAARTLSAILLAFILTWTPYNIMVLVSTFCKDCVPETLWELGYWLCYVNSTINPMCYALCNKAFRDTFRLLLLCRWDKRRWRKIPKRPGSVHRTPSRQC
CHRM4 agonist: human M4 muscarinic receptor agonists, primary screen, CHO-K1 cells, Fluo-8 calcium fluorescence; 360,000 tested, 0.14% active; CHO-K1 hM4/Gqi5; vehicle 0%, full acetylcholine response 100%; activation, % at 3 µM;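 active = activation above the run mean over all test wells plus 3 SD, cut at about 32% in these data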;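 also: peak over basal fluorescence ratio per well then scaled between controls; 0% = DMSO wells and 100% = acetylcholine at EC100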
Target sequence (P08173 whole entry, looked up): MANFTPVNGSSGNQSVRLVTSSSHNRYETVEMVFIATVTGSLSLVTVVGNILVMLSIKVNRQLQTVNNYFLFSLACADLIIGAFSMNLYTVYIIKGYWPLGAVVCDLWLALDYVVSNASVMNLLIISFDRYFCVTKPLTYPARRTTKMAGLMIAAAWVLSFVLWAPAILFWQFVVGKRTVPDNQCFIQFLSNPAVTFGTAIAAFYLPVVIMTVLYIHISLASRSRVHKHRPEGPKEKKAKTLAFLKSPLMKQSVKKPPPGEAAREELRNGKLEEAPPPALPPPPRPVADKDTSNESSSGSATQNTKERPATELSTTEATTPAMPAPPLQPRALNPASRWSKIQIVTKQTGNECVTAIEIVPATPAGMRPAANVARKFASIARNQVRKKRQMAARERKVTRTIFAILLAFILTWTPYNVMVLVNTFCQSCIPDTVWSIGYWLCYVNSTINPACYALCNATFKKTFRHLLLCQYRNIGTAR
CHRM1 antagonist: human M1 muscarinic receptor antagonists, primary screen, CHO-K1 cells, Fluo-8 calcium fluorescence, 1536-well; CHO-K1 hM1, ACh EC80 antagonist; inhibition, % at 3 µM; 360,000 tested, 1.3% active; AID 588852, 2011;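 active = percent inhibition above its own plate's cutoff, namely the mean of that plate's compound wells plus 3 SD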;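 also: peak over basal fluorescence ratio during 140 s after agonist addition; 0% = ACh EC80 plus DMSO and 100% = DMSO alone without agonist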
CHRM1 agonist: human M1 muscarinic receptor agonists, primary screen, Fluo-8 calcium fluorescence, CHO-K1 cells, HTS | CHO-K1 hM1, agonist mode; 0% DMSO, 100% acetylcholine EC100 | 360,000 tested, 0.33% active | activation, % at 3 µM;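 active = activation above the run's mean compound activation plus 3 SD, cut at about 16% in these data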;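 also: peak over basal fluorescence ratio within a 140 s kinetic read after compound addition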
M5 antag: human M5 muscarinic receptor antagonists, primary screen, CHO cells, Fluo-8 calcium fluorescence; inhibition, % at 3 µM; 360,000 tested, 0.59% active; Muscarinic acetylcholine receptor M5 (Homo sapiens), P08912; CHO-hM5 cells, ACh EC80;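 active = inhibition above a per-plate cutoff, the mean of that plate's test compounds plus 3 SD, cut at about 27% in these data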;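 also: 0% = acetylcholine EC80 with DMSO and 100% = DMSO without agonist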
CHRM5 agonist: human M5 muscarinic receptor agonists, primary screen, CHO-K1 cells, Fluo-8 calcium fluorescence. 360,000 tested, 0.19% active. Muscarinic acetylcholine receptor M5 (Homo sapiens), P08912. CHO-K1 hM5 cells; 0% DMSO wells, 100% maximal acetylcholine response. AID 624037, 2012. activation, % at 3 µM;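 active = activation above the run's mean over test compounds plus 3 SD, cut at about 23% in these data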;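 also: signal is peak over basal fluorescence ratio across the kinetic read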
TAAR1 ag: human TAAR1 agonists, primary screen, Fluo-8 calcium fluorescence, CHO RD-HGA16 cells; vehicle wells 0%, saturating PEA agonist 100%; activation, % at 3 µM; 360,000 tested, 0.99% active; Trace amine-associated receptor 1 (Homo sapiens), Q96RJ0;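 active = activation above the mean activation of all test compounds in the run plus 3 SD, cut at about 38% in these data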
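Signal – calcium-sensitive Fluo-8 signal, excitation 470-495, emission 515-575 nm · System – RD-HGA16 (CHO) cells co-expressing Gα16 and hTAAR1 · Incubation – 17-24 h seeding, 75 min 37 °C dye, 30 min RT · Compound dosing – 3 µM single concentration · Repeats – no replicates (n 1)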
CHRM5 PAM: human M5 muscarinic receptor positive allosteric modulators, primary screen, CHO-K1 cells, Fluo-8 calcium fluorescence | Muscarinic acetylcholine receptor M5 (Homo sapiens), P08912 | CHO-K1 hM5, ACh EC20 PAM; 0% = ACh EC20, 100% = ACh EC100 | activation, % at 3 µM | 360,000 tested, 0.3% active | AID 624038, 2012;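 active = activation above the run cutoff, the mean activation of all test compounds plus 3 SD, cut at about 18% in these data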
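Assay system – human M5 receptor in CHO-K1 cells · Read-out – % activation, ACh-normalized · Technique – Fluo-8 calcium fluorescence · Dosing – single-point, 3 µM nominal · Incubation – Fluo-8 loading 80 min at 37 °C plus 30 min room temperature · Repeats – singlicate, one well per test compound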
M4 antag: human M4 muscarinic receptor antagonists, primary screen, CHO cells, Fluo-8 calcium fluorescence; inhibition, % at 3 µM; Muscarinic acetylcholine receptor M4 (Homo sapiens), P08173; AID 624125, 2012; 360,000 tested, 0.73% active; CHO-hM4 cells, ACh EC80;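 active = inhibition above its plate's cutoff, the mean inhibition of sample wells plus 3 SD, cut at about 27% in these data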;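 also: 0% = acetylcholine EC80 with DMSO and 100% = DMSO without agonist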
An asterisk follows results filed as active; nt = not tested or not shown. Some of the compounds tested; count on the stated rates, not on these rows.

SMILES	CHRM1 PAM	CHRM4 agonist	CHRM1 antagonist	CHRM1 agonist	M5 antag	CHRM5 agonist	TAAR1 ag	CHRM5 PAM	M4 antag
O=C(Nc1cccc(C(F)(F)F)c1)c1cc(S(=O)(=O)N2CCCCC2)ccc1N1CCOCC1	-4	1	0	-4	-11	-2	6	4	-23
CCc1ccc(CCN2C(=O)c3ccccc3C2=O)nc1	9	3	-15	-4	-4	-2	2	13	-11
CCc1nccn1S(=O)(=O)c1cccc([N+](=O)[O-])c1	5	0	-6	-10	-5	-2	2	0	7
COc1cccc(C(=O)NC2CCNCC2)c1	5	1	-13	-6	-4	0	0	-4	1
Cc1ccc(NC(=O)Nn2cnnc2)cc1Cl	1	0	4	-4	0	-1	6	1	1
COc1ccc(CNC(=O)C(c2ccc(C)cc2)N(Cc2cccs2)C(=O)c2ccc3c(c2)OCCO3)cc1 (stereo unspecified)	-12	24	18	3	24	4	23	-23	32*
CCOC(=O)c1c(C)c(C(=O)NCc2cccnc2)c(C)n1CC	5	1	-10	-1	0	2	17	-3	-2
CS(=O)(=O)N1CCN(Cc2cc(=O)n3ccsc3n2)CC1	8	1	-9	-2	-7	4	0	11	-11
CC1CCCC(NC(=O)c2cc(-c3ccncc3)nc3ccccc23)C1C (stereo unspecified)	13	2	-6	5	2	-1	3	0	1
O=C(NCc1ccc2c(c1)OCO2)c1ccc(CN2CCOCC2)cc1	3	1	0	-7	-2	1	3	5	12
CCOCC(=O)Nc1c(C(=O)Nc2ccc(OC)cc2OC)oc2ccccc12	6	2	-12	-1	-1	3	5	-3	4
COc1ccc(-c2cc(-c3ccc(OC)cc3)[nH]n2)cc1	-3	4	19	-1	-1	5	18	1	-1
O=C(O)CC1CCC(=C(Cl)Cl)C1 (stereo unspecified)	3	-1	0	-4	-6	-1	2	4	8
CCOc1ccc(CNC(=O)C2CCN(c3nn4c(=O)cc(C)nc4s3)CC2)cc1	2	0	-6	-6	-4	-5	-2	4	-3
CC1=C(C(=O)N(C(C)C)C(C)C)CC(CC(=O)NCCN2CCOCC2)C(=O)N1Cc1ccc(F)cc1 (stereo unspecified)	-5	1	-13	-5	-6	0	1	-6	1
Cc1sc(NC(=O)c2ccc(F)cc2)c(CN2CCCCCC2)c1C	0	1	1	-4	6	-3	-1	-6	5
Cc1ccc(Cn2c(SCC(N)=O)nc3c2c(=O)n(C)c(=O)n3C)cc1	0	1	3	-3	-1	1	4	3	0
CSc1cccc(NC(=S)N(CCCN2CCC(C)CC2)Cc2cccs2)c1	-8	2	10	-7	5	-11	3	-4	0
Cc1cc(C)nc(OC(C(=O)O)C(OCC(C)C)(c2ccccc2)c2ccccc2)n1 (stereo unspecified)	3	2	-14	-4	6	0	108*	0	-12
COc1ccccc1OC(C)C(=O)Nc1ccccc1C(=O)NCC1CCCO1 (stereo unspecified)	5	7	-6	-3	0	1	-2	4	-10
CN1CCN(c2nc(-c3ccccn3)nc3ccccc23)CC1	1	1	-6	-8	3	-10	5	-5	-13
CC(C)CN1CCC(=O)NC1=S	10	0	-21	1	-1	2	0	3	-1
CCOc1ccc(Br)cc1S(=O)(=O)Nc1nc(CN2CCOCC2)nc2sc(C)c(C)c12	6	4	-4	-2	3	-4	3	0	-1
COc1ccccc1Cc1nnnn1CC(=O)O	-3	-1	5	-2	-2	3	15	0	-1
Cc1cc(Cl)cc(Cl)c1OCCOc1cccc2cccnc12	-9	2	7	-3	3	-3	19	-5	-4

Exported in CSV form: entries from further up.
Structure,CHRM1 PAM,CHRM4 agonist,CHRM1 antagonist,CHRM1 agonist,M5 antag,CHRM5 agonist,TAAR1 ag,CHRM5 PAM,M4 antag
CC1=C(C(=O)N(C(C)C)C(C)C)CC(CC(=O)NCCN2CCOCC2)C(=O)N1Cc1ccc(F)cc1 (stereo unspecified),-5,1,-13,-5,-6,0,1,-6,1
Cc1sc(NC(=O)c2ccc(F)cc2)c(CN2CCCCCC2)c1C,0,1,1,-4,6,-3,-1,-6,5

Compound profiles, from the list above:
Cc1cc(C)nc(OC(C(=O)O)C(OCC(C)C)(c2ccccc2)c2ccccc2)n1 (stereo unspecified) is listed as CHRM1 PAM: 3; CHRM4 agonist: 2; CHRM1 antagonist: -14; CHRM1 agonist: -4; M5 antag: 6; CHRM5 agonist: 0; TAAR1 ag: 108*; CHRM5 PAM: 0; M4 antag: -12
Cc1cc(Cl)cc(Cl)c1OCCOc1cccc2cccnc12 is listed as CHRM1 PAM: -9; CHRM4 agonist: 2; CHRM1 antagonist: 7; CHRM1 agonist: -3; M5 antag: 3; CHRM5 agonist: -3; TAAR1 ag: 19; CHRM5 PAM: -5; M4 antag: -4
CCOc1ccc(Br)cc1S(=O)(=O)Nc1nc(CN2CCOCC2)nc2sc(C)c(C)c12 is listed as CHRM1 PAM: 6; CHRM4 agonist: 4; CHRM1 antagonist: -4; CHRM1 agonist: -2; M5 antag: 3; CHRM5 agonist: -4; TAAR1 ag: 3; CHRM5 PAM: 0; M4 antag: -1

Some of the entries so far, field by field.
Cc1sc(NC(=O)c2ccc(F)cc2)c(CN2CCCCCC2)c1C
- CHRM1 PAM: 0
- CHRM4 agonist: 1
- CHRM1 antagonist: 1
- CHRM1 agonist: -4
- M5 antag: 6
- CHRM5 agonist: -3
- TAAR1 ag: -1
- CHRM5 PAM: -6
- M4 antag: 5

Cc1ccc(Cn2c(SCC(N)=O)nc3c2c(=O)n(C)c(=O)n3C)cc1
- CHRM1 PAM: 0
- CHRM4 agonist: 1
- CHRM1 antagonist: 3
- CHRM1 agonist: -3
- M5 antag: -1
- CHRM5 agonist: 1
- TAAR1 ag: 4
- CHRM5 PAM: 3
- M4 antag: 0

CSc1cccc(NC(=S)N(CCCN2CCC(C)CC2)Cc2cccs2)c1
- CHRM1 PAM: -8
- CHRM4 agonist: 2
- CHRM1 antagonist: 10
- CHRM1 agonist: -7
- M5 antag: 5
- CHRM5 agonist: -11
- TAAR1 ag: 3
- CHRM5 PAM: -4
- M4 antag: 0

Cc1cc(C)nc(OC(C(=O)O)C(OCC(C)C)(c2ccccc2)c2ccccc2)n1 (stereo unspecified)
- CHRM1 PAM: 3
- CHRM4 agonist: 2
- CHRM1 antagonist: -14
- CHRM1 agonist: -4
- M5 antag: 6
- CHRM5 agonist: 0
- TAAR1 ag: 108*
- CHRM5 PAM: 0
- M4 antag: -12

New compounds follow
SMILES	CHRM1 PAM	CHRM4 agonist	CHRM1 antagonist	CHRM1 agonist	M5 antag	CHRM5 agonist	TAAR1 ag	CHRM5 PAM	M4 antag
O=C(CN(Cc1ccco1)C(=O)CNS(=O)(=O)c1ccccc1)NCc1ccc(F)cc1	-6	3	-18	-2	1	-5	12	-1	2
CSc1nsc2nc(=O)c(/C=C3\C=Nc4ccccc43)c(N)n12	0	2	-6	-2	-1	1	0	7	-14
Cc1ccc(Nc2nc(N)nc(-c3oc4ccccc4c3C)n2)cc1	12	0	-22	-3	4	0	nt	5	-5
CC(C)c1ccccc1OCCCCCN1CCOCC1	-25	1	62*	-8	6	-18	7	-26	32*
CC(C)(CC(=O)O)CC(=O)Nc1ccccc1Oc1ccccc1	-10	10	20	-1	20	6	0	-20	10
O=C(NCCCN1CCCC1=O)c1cc(-c2cccnc2)nc2ccc(Cl)cc12	7	7	-4	-6	5	-2	6	1	-3
COc1ccccc1CNCC(=O)NCc1ccc(C)cc1	4	1	-3	-4	-1	0	3	6	5
Cc1sc(NC(=O)C2C3CCC(O3)C2C(=O)O)c(C(=O)OC(C)C)c1-c1ccc(Cl)cc1 (stereo unspecified)	2	0	-21	-3	-1	4	38*	-2	6
COc1cc(OC)c2c(-c3cccc(-c4cccc(C)c4)c3)cc(=O)oc2c1	1	-1	-7	-4	-2	2	1	-2	-7
COc1ccccc1N(CC(=O)NC(C)(C)C)C(=O)Cn1nnc(-c2ccc(C)o2)n1	-7	5	16	-5	-8	-1	3	-3	9
Cc1cn([C@H]2C[C@H](O)[C@@H](CCC(=O)NCc3cccs3)O2)c(=O)[nH]c1=O	-2	1	-12	-3	15	2	0	1	-8
COc1ccccc1NC(=O)c1c(C)nn(-c2ccccc2)c1Cl	-6	4	-1	-6	-7	0	0	-17	-11
CC[C@]12c3[nH]c4ccc(Cl)cc4c3CCN1C(=O)[C@@H](CC(=O)NCCCOC)C[C@@H]2C(=O)N1CCN(C(=O)c2ccco2)CC1	3	0	0	-3	1	2	-1	-4	-19
CCOc1ccc(NC(=O)C2CCCN(c3nn4c(=O)cc(C)nc4s3)C2)cc1 (stereo unspecified)	8	2	-13	-6	-7	-4	-1	1	-4
CCOC(=O)C1=C(C)N(C)C(=O)NC1c1ccccc1OC (stereo unspecified)	6	-1	-3	-3	-2	-1	15	1	16
Cn1c(=O)n(CCOc2ccccc2Cl)c2ccccc21	-13	1	-16	-5	2	-11	3	-5	4
CCC(C)N(C(=O)CSc1nc(-c2ccccc2)cs1)C1CCS(=O)(=O)C1 (stereo unspecified)	0	3	-5	-2	1	1	6	-4	-3
CCN(CC(=O)NCc1cccs1)C(=O)CCOc1ccccc1	10	2	-17	-5	1	-5	0	10	-4
Cc1ccc(NC(=O)CN2CCC(NC(=O)c3ccccc3F)CC2)cc1C	3	-1	-11	-4	3	-4	-2	-1	2
CCNC(=S)Nc1ccc2c(c1)oc1ccccc12	-2	9	8	3	19	0	3	-14	8
CCOCCCN(C)C1CCN(C(=O)c2oc3ccccc3c2NC(=O)Cc2cccc([N+](=O)[O-])c2)CC1	12	0	-16	-3	-8	-7	2	4	3
CC1=C(C(N)=O)C(c2cccs2)n2ncnc2N1 (stereo unspecified)	7	0	-22	-1	8	1	0	3	2
O=C(Nc1ccccn1)C1CCN(S(=O)(=O)c2ccc3c(c2)OCCCO3)CC1	6	3	1	-4	-3	-2	2	3	1
CS/C(=N\N(C)C(N)=O)c1ccccc1	8	0	-1	-5	1	1	2	-2	-4
Fc1ccc(N2CCN(Cc3cn[nH]c3-c3ccccc3)CC2)cc1	-7	1	14	1	4	7	18	-3	-3
Cc1nn(C)c(C)c1S(=O)(=O)N1CCCC(C(=O)NC2CCCCC2)C1 (stereo unspecified)	4	1	-29	-1	-15	-2	12	12	1
CCC1Nc2ncnc(N3CCCCC3)c2N(Cc2ccccc2)C1=O (stereo unspecified)	6	1	-11	-10	-1	-9	6	5	-9
OCCC1CN(Cc2cnc(N3CCCC3)s2)CCN1Cc1ccccc1 (stereo unspecified)	5	0	-3	-4	9	-4	0	4	1
Cc1cccc(N2C(=O)N3[C@@H]4c5ccccc5OC[C@@H]4[C@@H](c4ccccc4)[C@]3(C)C2=O)c1	-11	3	18	-7	3	-2	nt	-1	-6
